High-throughput results as filed in PubChem BioAssay.
MEKK3 PB1 HTS: modulators (inhibitors or enhancers) of MEK5 binding to human MEKK3 PB1 domain | Q99759 | bead-based flow cytometry, Alexa488-MEK5 binding to MEKK3; actives lie on both sides; 0 = blocked by unlabeled MEK5, 100 = vehicle | binding response (% of control), % at 10 µM | 1.4% of 290,000 active;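 active means binding response more than 3 SD above or below the average of its plate-row segment, actives on both sides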;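 further: Alexa488 bead fluorescence after subtracting the streptavidin-only scavenger bead signal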
OXTR ag: agonists of human oxytocin receptor | P30559 | CHO-OTR cells, Fluo-8 calcium fluorescence; normalized: DMSO 0%, oxytocin 100% | activation, % at 3 µM | 0.32% of 320,000 active;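 active means activation above the mean of all tested compounds plus 3 SD, cutoff set per screening run, cut at about 20% in these data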;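 further: peak over basal fluorescence ratio from a 100 s FLIPR kinetic read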
Target sequence (P30559 whole entry, looked up): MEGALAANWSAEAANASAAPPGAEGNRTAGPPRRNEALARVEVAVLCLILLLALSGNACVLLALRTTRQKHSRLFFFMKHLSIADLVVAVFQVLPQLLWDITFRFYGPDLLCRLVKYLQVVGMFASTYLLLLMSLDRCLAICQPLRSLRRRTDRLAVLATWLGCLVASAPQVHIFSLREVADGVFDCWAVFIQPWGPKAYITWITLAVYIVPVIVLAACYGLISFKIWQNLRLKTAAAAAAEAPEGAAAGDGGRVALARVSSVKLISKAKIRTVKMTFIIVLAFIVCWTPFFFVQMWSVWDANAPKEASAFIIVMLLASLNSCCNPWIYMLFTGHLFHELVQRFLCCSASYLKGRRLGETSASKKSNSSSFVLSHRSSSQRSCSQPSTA
V1R ag counter: activates human V1a receptor in oxytocin agonist counter-screen; P37288; CHO-V1R cells, Fluo-8 calcium fluorescence, agonist mode; 0% DMSO, 100% 3 nM vasopressin; activation, % at 3 µM; 0.25% of 320,000 active; AID 2797;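 active means activation above the mean activation of all tested compounds plus 3 SD, per screening run, cut at about 20% in these data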;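 further: signal is peak over basal fluorescence ratio across a 100 second FLIPR read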
MEKK2mut PB1 HTS: signal of MEK5 binding to mutant human MEKK2 PB1 domain; bead flow cytometry, Alexa488-MEK5 binding to MEKK2 mutant; percent response, % at 10 µM; 0.35% of 290,000 active; AID 1530; in the data active means percent response above about 24%, passing the limit was not always enough; further: inactives centre near 1; some results filed as inactive read as strong as hits; reference of the scale not given here
NALP1 inh: NALP1 inhibition; S. cerevisiae NALP1/ASC/caspase-1 growth, X-gal OD620, 72 h; inhibition, % at 10 µM; 0.61% of 280,000 active; AID 2071; in the data active means inhibition mostly above about 24%, no sharp cut-off; inactive means mostly below about 32%; further: some compounds called inactive have numbers as strong as hits
GPR7 antagonist: antagonists of human GPR7 (neuropeptides B/W receptor 1); inhibition, % at 4.4 µM; AID 1861; 1.1% of 290,000 active; GPR7-expressing cells, fluorescence antagonist assay; in the data active means inhibition above about 16%, passing the limit was not always enough;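 further: cells stimulated with the agonist NPW; 0% = agonist with vehicle and 100% = vehicle without agonist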
GalR3 antagonist: antagonists of human GalR3; 0.44% of 360,000 active; O60755; HEK293 GalR3-CNG cAMP membrane potential fluorescence; galR3 body fused to GalR1 C-terminus; inhibition, % at 3 µM;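 active means inhibition above the screen-wide average plus 3 SD, cut at about 13% in these data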;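 further: forskolin and galanin both at EC90 stimulate the cells; cAMP rise reported by CNG channel membrane potential dye signal; 0% = forskolin plus galanin with DMSO and 100% = forskolin alone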
Target sequence (O60755 1-299 limits assumed): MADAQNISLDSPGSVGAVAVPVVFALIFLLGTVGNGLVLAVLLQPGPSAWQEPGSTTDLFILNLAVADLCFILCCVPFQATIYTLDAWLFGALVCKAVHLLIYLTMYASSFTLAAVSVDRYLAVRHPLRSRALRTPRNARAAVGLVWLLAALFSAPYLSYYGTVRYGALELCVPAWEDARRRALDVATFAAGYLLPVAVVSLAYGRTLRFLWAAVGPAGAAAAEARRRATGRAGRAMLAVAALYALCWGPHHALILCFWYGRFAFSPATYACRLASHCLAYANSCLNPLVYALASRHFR
PHOSPHO1 block: inhibitors of human PHOSPHO1 phosphatase; Q8TCT1; recombinant PHOSPHO1, absorbance phosphatase assay; inhibition, % at 13.3 µM; 1.1% of 290,000 active; in the data active means inhibition above about 60%
Target sequence (Q8TCT1 whole entry, looked up): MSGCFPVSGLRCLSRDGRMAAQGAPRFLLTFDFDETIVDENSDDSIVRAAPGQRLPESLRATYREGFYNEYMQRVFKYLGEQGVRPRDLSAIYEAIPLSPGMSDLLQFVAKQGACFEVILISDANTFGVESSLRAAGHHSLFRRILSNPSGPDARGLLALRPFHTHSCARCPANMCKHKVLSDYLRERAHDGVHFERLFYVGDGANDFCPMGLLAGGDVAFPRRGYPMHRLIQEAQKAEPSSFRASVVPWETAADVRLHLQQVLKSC
MEKK2 WT-MEK5: raises or lowers MEK5 binding to wildtype human MEKK2 PB1 domain; Q9Y2U5; bead flow cytometry, Alexa488-MEK5 binding to MEKK2 WT; actives lie on both sides; binding response (% of control), % at 10 µM; 1.1% of 290,000 active; in the data active means binding response below about 67% or above about 130%
Active calls of the source: *; · = not tested or not shown; [ ] = remark or other dose.

SMILES	MEKK3 PB1 HTS	OXTR ag	V1R ag counter	MEKK2mut PB1 HTS	NALP1 inh	GPR7 antagonist	GalR3 antagonist	PHOSPHO1 block	MEKK2 WT-MEK5
CCN(CC)S(=O)(=O)c1ccc(-c2nnc(SCC(=O)Nc3nnc(C)s3)n2CC)cc1	101	-1.4	-1.6	2	-1	12	-3	37	104
Cc1ccc(CNC(=O)CCc2ccc(S(=O)(=O)NCC(C)C)cc2)cc1	100	-1.2	-0.4	-2	3	-13	-1	56	100
Cc1ccc(S(=O)(=O)N(CCO)Cc2cc3ccc(C)c(C)c3[nH]c2=O)cc1	97	5.7	6.9	2	28	12	-4	26	104
O=C(Nc1ccc(Br)cn1)c1ccc([N+](=O)[O-])o1	103	-1.6	0.1	-5	-12	-9	-4	1	95
CCCCOc1ccc(S(=O)(=O)Nc2ccc(NC(C)=O)cc2)cc1	102	14	12	-4	-30	0	-5	0	102
CC(Cc1ccccc1)C(=O)N(C)Cc1ccccc1 (configuration not stated)	91	-1.2	-0.2	2	35	6	-8	11	95
CCn1ncc(Br)c1C(=O)Nc1ccc(F)c([N+](=O)[O-])c1	95	-0.9	0.9	-3	24	20	-7	5	99
Cn1c(C(=O)NCCc2c[nH]c3ccccc23)cc2sccc21	102	0.5	1.1	8	9	-11	3	24	104
Cc1cc(C)n(-c2ccc(C(=O)Oc3ccc4c(c3)OCO4)cc2)n1	113	0.5	1.8	4	5	-1	-4	-38	109
CCCc1nc2ccccc2c(=O)n1/N=C/c1ccc(O)c(O)c1	104	4.8	3.0	1	1	3	-5	21	98
COc1ccc(CCNC(=O)C2CCCN(c3nc(C)cc(C)n3)C2)cc1 (configuration not stated)	109	-2.1	-1.0	0	12	0	-6	44	104
Cc1sc(NC(=O)c2cccs2)nc1-c1ccccc1	101	-2.1	-0.7	4	-27	15	-5	14	110
Nn1c(SCC(=O)Nc2ccccc2F)nnc1C1CCCCC1	98	-0.3	-1.2	-5	22	1	3	20	98
Cc1ccccc1NC(=S)Nc1cccc([N+](=O)[O-])c1	108	0.8	8.4	7	11	-13	0	7	105
O=C(CNC(=O)c1cccc(Cl)c1)N/N=C/c1cccnc1	94	0.5	0.7	-14	-3	-7	-5	28	91
O=C(CN1C(=O)c2ccccc2S1(=O)=O)N1CCN(c2ccccc2)CC1	102	2.9	1.0	4	8	-17	·	29	104
CCOC(=O)c1c(NC(=O)Cn2nc(C(F)(F)F)cc2C)sc(C)c1C	103	-1.0	0.5	0	21	-2	-10	-1	103
O=C1CN(C(=O)COC(=O)c2cccnc2Cl)c2ccccc2N1	105	0.6	-0.2	0	3	-2	-1	12	106
CCCCNS(=O)(=O)c1ccc(NC(=O)Cc2ccccc2[N+](=O)[O-])cc1	82	0.5	2.6	-20	18	1	-7	32	81
COC(=O)c1c(C(C)=O)c(C)n(C)c1C	86	0.6	0.3	-21	4	-18	-5	39	89
CC1CCc2nc3ccc(S(=O)(=O)N4CCC(C(=O)NC5CCCC5)CC4)cc3c(C(=O)O)c2C1 (configuration not stated)	92	·	·	-8	14	-6	4	30	96
CCOC(=O)c1cccc(NC(=O)CCc2nc(-c3ccccc3F)no2)c1	100	5.4	5.8	5	9	-22	1	7	98
CCCCN(C)/C=N/c1c(C#N)cnn1-c1ccc(C)cc1	103	-2.8	-1.8	3	2	-16	-5	12	101
Cc1[nH]n(CCC#N)c(=O)c1CC(=O)N1CCN(c2ccccc2)CC1	105	0.4	1.3	11	8	5	-5	16	107
O=C(NC1CCCCC1)C1CC(=O)N(CCc2ccccc2)C1 (configuration not stated)	100	0.5	0.1	7	23	-2	·	5	102
CC1CCN(S(=O)(=O)N2CCC(C(=O)NCCN3CCOCC3)CC2)CC1	77	-0.9	0.3	-13	12	0	-1	-1	83
COc1ccccc1/C=C/C(=O)OCCN1C(=O)c2ccccc2C1=O	101	-1.7	-1.6	1	17	-3	-10	20	102
COc1ccc(-c2cc(C(=O)NCCc3ccccc3)no2)cc1OC	96	-1.1	0.1	-2	21	-7	1	4	99
CC1CC(=O)Nc2ccccc2N1S(=O)(=O)c1cccc(F)c1 (configuration not stated)	101	0.8	1.2	4	-19	-10	0	7	98
Cn1nc(C(F)(F)F)c(-c2ccc(F)cc2)c1NC(=O)CSCC(=O)O	94	0.4	-2.0	-8	·	-8	-3	37	96
CC(=O)NCCc1ccc(S(=O)(=O)N2CCOCC2)cc1	119	-0.1	-0.2	20	1	-1	-2	19	118
COc1ccc2[nH]c3c(=S)nc[nH]c3c2c1	105	-1.1	-0.5	-3	-32	-2	0	-76	98
Cc1cc(C)cc(NC(=S)NCCN(C2CCCCC2)C2CCCC2)c1	101	2.7	0.7	19	0	22	-8	-3	136
NC(=S)Nc1cnc2ccccc2c1	107	0.3	0.5	7	·	-4	3	8	105
CC(C)c1ccc(NC(=O)CCNC(=O)Cn2ccc3ccccc3c2=O)cc1	104	0.1	-0.3	7	21	9	-7	17	108
CCOc1ccccc1NC(=O)c1ccc(Cl)c(NC(=O)CC(c2ccccc2)c2ccccc2)c1	105	1.2	2.0	2	-3	-6	-8	-1	100
CCN(CC)Cc1cc2ccccc2c2c1COC2	103	0.1	3.7	1	0	-5	-4	6	110
O=C(c1cc2ccccc2oc1=O)N(Cc1ccco1)Cc1cccs1	74	-1.6	0.9	-16	6	2	-4	-3	80
O=C(CSc1cccc(C(F)(F)F)c1)NC(=O)NCc1ccco1	80	-1.2	-1.7	-7	-10	0	-12	-13	76
O=C(CN1CCOCC1)NCc1ccccc1	·	0.3	0.4	·	22	19	·	7	·
Cc1nc(N)sc1C(=O)N1N=N1	93	0.6	-0.2	-19	-11	-11	1	15	91
Cc1c(CC(=O)NCCCC(=O)O)c(=O)oc2cc3c(cc12)CCC(C)(C)O3	99	1.6	0.1	0	17	-6	-6	6	100
c1ccc(-c2nnc3sc(-c4csc5c4CCCC5)nn23)cc1	97	-2.4	-0.9	0	33	19	-4	4	91
O=C(/C=C/c1ccc(Cl)cc1Cl)Nc1cccc(S(=O)(=O)NC2=NCCC2)c1	104	0.0	1.2	0	9	-3	-2	-18	104
O=C(COC(=O)c1ccc(O)cc1)Nc1ncc(Cl)cc1Cl	103	4.7	2.8	2	-11	-8	3	17	102

Compound profiles, as listed above. Order of screens: MEKK3 PB1 HTS	OXTR ag	V1R ag counter	MEKK2mut PB1 HTS	NALP1 inh	GPR7 antagonist	GalR3 antagonist	PHOSPHO1 block	MEKK2 WT-MEK5
Record of Cc1c(CC(=O)NCCCC(=O)O)c(=O)oc2cc3c(cc12)CCC(C)(C)O3 : 99	1.6	0.1	0	17	-6	-6	6	100
Record of Cc1nc(N)sc1C(=O)N1N=N1 : 93	0.6	-0.2	-19	-11	-11	1	15	91
Record of NC(=S)Nc1cnc2ccccc2c1 : 107	0.3	0.5	7	·	-4	3	8	105
Record of O=C(COC(=O)c1ccc(O)cc1)Nc1ncc(Cl)cc1Cl : 103	4.7	2.8	2	-11	-8	3	17	102
Record of O=C(CN1CCOCC1)NCc1ccccc1 : ·	0.3	0.4	·	22	19	·	7	·

Carrying on:
SMILES	MEKK3 PB1 HTS	OXTR ag	V1R ag counter	MEKK2mut PB1 HTS	NALP1 inh	GPR7 antagonist	GalR3 antagonist	PHOSPHO1 block	MEKK2 WT-MEK5
Cn1c(=O)c2c(nc(NCCCN3CCOCC3)n2Cc2ccc(Cl)cc2)n(C)c1=O	94	1.0	0.0	-7	1	-10	14*	28	95
CCc1nnc(SCC(=O)Nc2ccc(N3CCOCC3)cc2)n1C	105	0.6	0.7	8	5	-17	-2	33	107
NS(=O)(=O)c1ccc(CCNC(=O)CC(c2ccccc2)c2ccccc2)cc1	98	-2.4	-0.4	2	5	-7	-10	·	96
CC(=O)Oc1ccc(/C=N/NC(=O)c2ccc(N(C)S(=O)(=O)c3ccccc3)cc2)cc1	96	6.3	10	4	-11	13	2	42	99
O=C(COC(=O)Cn1nnc2ccccc21)Nc1ccccc1Br	95	1.0	0.8	0	22	-6	0	14	110
c1cnc2ccc(C(c3nnnn3C3CCCC3)N3CCSCC3)cc2c1 (configuration not stated)	95	-2.6	-1.8	13	-6	0	-3	-18	100
O=c1[nH]c(/C=C/c2ccccc2F)nc2ccccc12	108	·	·	4	7	2	-7	-36	106
Cc1cccc(N2CC(C(=O)Nc3nccs3)CC2=O)c1C (configuration not stated)	100	-0.1	3.1	-3	-12	-10	2	36	99
COc1cc2c(cc1NC(=O)CCC(=O)O)oc1ccccc12	101	0.6	0.6	0	25	12	-10	·	106
Cc1ccc(S(=O)(=O)NC2=NCN(C(C)C)CN2)cc1	104	0.6	-0.3	1	19	-17	-8	28	107
CCS(=O)(=O)N1CCC(NC(=O)c2cc(OC)cc(OC)c2)CC1	87	-0.3	0.4	-2	8	-7	3	-3	94
Cc1nc(=S)c2ccccc2[nH]1	103	-0.4	-0.3	1	14	-6	-3	59	91
COc1cc(CNC2CCC(C)C2)cc(OC)c1 (configuration not stated)	99	-0.3	0.7	3	-1	-1	-5	11	93
COC(=O)c1sc(N/N=C/c2ccc(C(C)C)cc2)nc1C	98	-0.7	-1.2	-4	15	-20	-5	17	98
CCOC(=O)C1CCN(C(=O)Nc2c(-c3ccccc3)noc2C)CC1	107	1.1	1.0	10	·	-5	0	51	107
Cc1cccc(NC(=O)Cn2c(O)c(N=NC(N)=S)c3ccccc32)c1	87	-1.8	-0.2	-4	·	6	-7	5	93
CCOc1ccc(CCNC(=O)C(C)n2nc(C)c3c(C)n(-c4ccccc4)nc3c2=O)cc1 (configuration not stated)	101	-1.1	1.0	4	-10	-14	-2	28	103
O=C1N=c2ccccc2=C1c1sc(NS(=O)(=O)Cc2ccccc2)nc1O	99	-0.3	0.5	2	·	-9	-6	40	94
CC1CN(CN2C(=O)c3ccccc3C2=O)CC(C)O1 (configuration not stated)	102	1.4	-0.3	11	33	-10	-6	33	102
COC(=O)c1cc(OC)c(OCc2cc(C(=O)OC)oc2C)c(OC)c1	107	-2.2	-0.8	15	5	-12	-1	6	106
Cc1nn2c3ccccc3n(CCN3CCCCC3)c2nc1=O	99	0.4	0.0	0	9	-13	-1	0	100
CCCCOc1cccc(NC(=O)CSc2nncn2C)c1	113	-1.9	-0.8	-1	28	-8	5	3	97
NS(=O)(=O)c1ccc(NC(=O)COC(=O)CCc2ccc(S(=O)(=O)N3CCOCC3)cc2)cc1	95	0.8	1.1	-13	0	-3	2	33	96
COc1ccc(C2=NN(C(=O)c3cccs3)C(c3ccccc3O)C2)cc1 (configuration not stated)	50*[inhibitor]	-1.4	-0.1	-15	0	-9	-10	11	48
CC1(C)Cc2c(cnn2-c2ccc(F)cc2)C(NC(=O)C2CCC2)C1 (configuration not stated)	100	-1.6	-0.1	6	-10	-17	2	27	101
O=C(Nc1cccc(Br)c1)c1ccn[nH]1	103	2.0	1.6	1	-13	-3	-4	14	95
O=[N+]([O-])c1ccc(Cl)c2cccnc12	100	-0.4	0.1	-6	0	-16	-5	0	97
C=CCNC(=O)c1cnn(-c2ccccc2)c1-c1ccccc1	105	-1.6	0.2	13	6	-1	-12	7	102
CC(=O)N1Cc2cc(N)ccc2Oc2ccccc21	100	-0.8	0.6	-2	9	-2	-4	-16	99
O=C(CCn1c(=S)[nH]c2ccccc2c1=O)NCCc1ccccc1	105	-0.9	0.9	-2	26	-2	-2	-2	103
Cc1cc(NC(=O)c2ccccc2Cl)n(C(C)(C)C)n1	104	0.1	-1.5	0	5	-22	-5	42	96
Cc1occc1C(=O)Nc1nnc(-c2cccs2)s1	99	1.7	1.2	-7	-11	-4	0	10	91
COc1ccc(CCn2ccc(O)c(Cc3ccc(Cl)cc3)c2=O)cc1OC	103	-2.7	-0.8	2	1	-2	-5	34	100
